Bioassay records (PubChem)
BLM inh: blocks DNA unwinding by human BLM helicase; P54132; actives 0.2% (n = 350,000); Potency, µM (titrated, usually from 56.1 µM), for inactives: at the highest dose activity change, negative = inhibition, most hits filed as inhibitors; recombinant BLM DNA unwinding, fluorescence dequenching;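 note: plate controls were vehicle for no effect and no enzyme for full effect; nearly all actives have a fitted effect of over 35% in size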
Target sequence (P54132 whole entry, looked up): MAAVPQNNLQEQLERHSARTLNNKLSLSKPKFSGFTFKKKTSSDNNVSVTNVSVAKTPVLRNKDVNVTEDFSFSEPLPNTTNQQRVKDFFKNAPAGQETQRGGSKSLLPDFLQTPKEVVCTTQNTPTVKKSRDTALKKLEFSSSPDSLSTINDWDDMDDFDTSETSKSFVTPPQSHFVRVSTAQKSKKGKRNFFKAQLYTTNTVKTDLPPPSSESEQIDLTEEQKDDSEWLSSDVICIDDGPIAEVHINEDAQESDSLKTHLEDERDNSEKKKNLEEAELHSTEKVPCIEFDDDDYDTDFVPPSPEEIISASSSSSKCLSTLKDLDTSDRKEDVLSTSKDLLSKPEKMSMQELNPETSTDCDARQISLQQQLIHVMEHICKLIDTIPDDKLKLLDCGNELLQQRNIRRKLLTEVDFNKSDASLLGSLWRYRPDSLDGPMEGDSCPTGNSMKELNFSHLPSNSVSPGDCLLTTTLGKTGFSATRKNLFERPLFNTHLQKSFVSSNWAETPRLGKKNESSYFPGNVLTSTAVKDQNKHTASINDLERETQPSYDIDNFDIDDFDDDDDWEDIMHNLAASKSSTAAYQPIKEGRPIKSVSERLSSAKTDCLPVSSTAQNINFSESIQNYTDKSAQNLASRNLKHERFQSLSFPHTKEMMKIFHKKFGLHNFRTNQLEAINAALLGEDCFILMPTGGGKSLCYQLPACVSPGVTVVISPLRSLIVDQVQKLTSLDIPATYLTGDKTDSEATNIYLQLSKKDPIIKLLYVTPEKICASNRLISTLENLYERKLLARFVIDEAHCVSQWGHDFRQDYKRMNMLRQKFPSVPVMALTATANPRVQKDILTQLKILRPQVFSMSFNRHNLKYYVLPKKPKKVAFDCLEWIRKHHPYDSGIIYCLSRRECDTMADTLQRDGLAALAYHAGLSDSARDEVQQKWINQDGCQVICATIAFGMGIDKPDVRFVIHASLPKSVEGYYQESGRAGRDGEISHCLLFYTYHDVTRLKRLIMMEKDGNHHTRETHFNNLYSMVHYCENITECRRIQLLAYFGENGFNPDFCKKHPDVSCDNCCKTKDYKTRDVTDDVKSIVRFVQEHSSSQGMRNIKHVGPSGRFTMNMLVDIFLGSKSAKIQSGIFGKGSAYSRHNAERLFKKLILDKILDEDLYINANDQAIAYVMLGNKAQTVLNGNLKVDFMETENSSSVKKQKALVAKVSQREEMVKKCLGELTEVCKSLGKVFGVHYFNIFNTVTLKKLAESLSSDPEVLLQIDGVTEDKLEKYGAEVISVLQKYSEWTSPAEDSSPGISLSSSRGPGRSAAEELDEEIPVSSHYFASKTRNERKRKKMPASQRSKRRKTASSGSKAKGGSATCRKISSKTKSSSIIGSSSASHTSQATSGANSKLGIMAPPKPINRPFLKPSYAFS
HP1b chromo inh: inhibitors of HP1-beta chromodomain binding to methylated histone tails | P83916 | AlphaScreen HP1-beta / biotin-H3K9me3 peptide binding | Potency, µM (top dose mostly 114 µM), inactives show top-dose activity change, negative = inhibition, hits mostly inhibitors | actives 0.56% (n = 390,000) | AID 540317; note: nearly all actives have a fitted effect of over 70% in size; inactives centre near 23
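AlphaScreen: HP1-beta (50 nM) preformed 30 min with biotin-H3(1-18)K9me3 peptide (50 nM) in PBS pH 7.4, 0.01% Tween-20. Compound added for 30 min at RT, then streptavidin donor/nickel chelate acceptor beads (10 ug/mL) for 30 min.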
JMJD2A Tudor inh: blocks the human JMJD2A Tudor domain. AlphaScreen JMJD2A-Tudor / H3K4me3 peptide binding. actives 4.4% (n = 390,000). O75164. Potency, µM (highest dose often 114 µM), inactives show at the top dose activity change, negative = inhibition, most hits filed as inhibitors; note: % is set by controls: 0 for no effect and ±100 for the full control effect; nearly all actives have a fitted effect of over 50% in size
BAZ2B block: inhibitors of human BAZ2B bromodomain; Q9UIF8; AlphaScreen BAZ2B-H3K14Ac peptide displacement; Potency, µM (titrated, usually from 114 µM), without a hit: at the top dose activity change, negative = inhibition, actives largely listed as inhibitors; actives 4.4% (n = 360,000); AID 504333; note: % is set by controls: 0 for no effect and ±100 for the full control effect; nearly all actives have a fitted effect of over 60% in size
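Multi-concentration screen (max 110 uM) measuring displacement of acetylated histone H3 peptide from BAZ2B by AlphaScreen, using 50 nM protein, 50 nM peptide and 10 ug/mL streptavidin donor plus Ni-chelate acceptor beads.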
GLS inh: glutaminase GLS (human) inhibition; Potency, µM (highest dose often 45.5 µM), inactives show at the top dose activity change, negative = inhibition, most hits filed as inhibitors; O94925; GLS enzymatic activity, qHTS titration; actives 0.21% (n = 410,000); note: % is set by controls: 0 for no effect and ±100 for the full control effect
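Two-point fluorescence kinetic (t0, 30 min RT) for hKGA; glutamate detected via glutamate oxidase–HRP–Amplex Red. Substrate: 1 mM L-glutamine solution; buffer 45 mM KH2PO4, pH 8.2.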
PGK inhibitor: inhibitors of T. brucei phosphoglycerate kinase; P07378; PGK/GAPDH coupled, Kinase-Glo luminescence, 60 min; Potency, µM (highest dose often 57.5 µM), without a hit: at the top dose activity change, negative = inhibition, actives largely listed as inhibitors; actives 0.043% (n = 380,000); AID 602233; note: % is set by controls: 0 for no effect and ±100 for the full control effect; nearly all actives have a fitted effect of over 60% in size
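Recombinant glycosomal PGK reaction used 1,3-bisphosphoglycerate generated in-well by GAPDH (100nM final) in 100mM TEA pH 7.6, 5mM MgCl2, 0.01% Tween-20. After 60 minutes at room temperature, ATP was read by Kinase-Glo Plus luminescence end-point.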
Pol iota inh: blocks human DNA polymerase iota activity; Q9UNA4; Pol iota fluorescent replication assay, 10 min; Potency, µM (titrated, usually from 115 µM), inactives show at the highest dose activity, negative = inhibition, most hits filed as inhibitors; actives 1% (n = 390,000)
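Pol iota at 10 nM preincubated 15 min with compounds at room temperature; reaction started with fluorescent substrate, 50 nM final. Fluorescence read kinetically at 0 and 10 min; buffer-only wells as negative control.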
Pin1 inhibitor: inhibitors of human Pin1; Pin1 FP peptide displacement, HiFluor488, 10 min; Potency, µM (top dose mostly 115 µM), without a hit: at the top dose activity, negative = inhibition, hits mostly inhibitors; actives 0.009% (n = 390,000); AID 504891; active = well fitted inhibition curve with a large enough effect in the polarisation, with a control signal flat, not every such curve was filed as active; inconclusive = small, poorly fitted or top-dose-only effect, or effect the other way, or a change in a side signal; inactive = no such curve, though single readings can be large or run the other way; the % refers to the polarisation; note: % is set by controls: 0 for no effect and ±100 for the full control effect
G9a block: G9a (human) methyltransferase inhibition. Potency, µM (series often up to 102 µM), for inactives: at the top dose activity, negative = inhibition, most hits filed as inhibitors. actives 8.8% (n = 350,000). G9a H3K9 monomethylation, AlphaScreen, 2 h; note: % is set by controls: 0 for no effect and ±100 for the full control effect; nearly all actives have a fitted effect of over 75% in size
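Signal arises when biotinylated H3K9 peptide, once monomethylated, bridges streptavidin donor and antibody-captured acceptor beads. Enzyme at 20 nM was preincubated 15 min with test compounds; peptide 500 nM and SAM 20 uM then reacted for 2 h.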
Starred values were filed as active, the others as inactive; i = inactive; ? = inconclusive; nt = no result given; [ ] = dose if it differs, or a comment. Unless noted, calls come from the whole dose curve; as a rule, active = well fitted curve in the direction sought with a large enough effect; inconclusive = small, poorly fitted or top-dose-only effect, or another doubt; inactive = no such curve, though single readings can be large; an effect the other way counts as inactive or inconclusive. Potency is the fitted concentration of half-maximal effect.

SMILES	BLM inh	HP1b chromo inh	JMJD2A Tudor inh	BAZ2B block	GLS inh	PGK inhibitor	Pol iota inh	Pin1 inhibitor	G9a block
CN(Cc1ccccc1)c1ncnc2sccc12	-2.3%	16.0%	3.2%	9.0%	7.5%	-2.6%	33.0%[activator]	-1.7%	33.3%[activator]
O=C(Cn1cnc2ccccc2c1=O)NCCC(=O)Nc1ccc2c(c1)OCO2	1.3%	30.5%	-8.5%	-1.5%	0.4%	-3.8%	22.7%	-10.7%	-3.8%
COc1cc(C(=S)N2CCOCC2)cc(OC)c1OC(=O)c1ccccc1[N+](=O)[O-]	-3.1%	5.0%	-32.4%	-28.1%	9.5%	i	?	-5.5%	?
C/C(=N/NC(=O)C1COc2ccccc2O1)c1ccco1 (stereo unspecified)	-3.9%	32.7%	-5.6%	-26.6%	8.9%	-8.8%	3.7%	3.8%	0.1%[59 µM]
O=C(COC(=O)CSc1cc(Cl)ccc1Cl)Nc1ncc(C(F)(F)F)cc1Cl	6.3%	30.2%[activator]	13.7%	-1.9%	0.7%	i	-4.7%	14.8%	41.7%[59 µM]
COC(=O)c1nnn(CC(=O)Nc2cccc(Cl)c2)c1C(=O)OC	-0.1%	27.0%	4.1%	2.0%	2.7%	-2.1%	6.5%	-0.9%	-6.4%[59 µM]
CCOC(=O)c1nn(-c2cccc(Cl)c2)c(C)c1C(C)=O	-9.2%	57.4%[activator]	-1.5%[57.1 µM]	-5.0%	-14.5%	-2.8%	12.7%	0.6%	-22.1%[59 µM]
CCc1ccc(NC(=O)C2CCC(CNS(=O)(=O)c3ccc4c(c3)C(C)(C)C(=O)N4C)CC2)cc1 (stereo unspecified)	-7.7%	41.9%[activator]	4.4%	-1.5%	2.6%	-3.9%	-5.3%	1.8%	2.3%[59 µM]
CC1(C)Cc2cccc(OCC(=O)OCC(=O)Nc3cccc(S(N)(=O)=O)c3)c2O1	-9.0%	31.8%[activator]	-11.6%	2.7%	-1.3%	-9.4%	24.9%	2.9%	2.2%[59 µM]
CC(C)c1nnc(N2C(=O)c3oc4ccccc4c(=O)c3C2c2ccco2)s1 (stereo unspecified)	4.2%	18.4%	-10.8%	10.0%	14.4%	5.0%	-2.1%	0.0%	2.2%[59 µM]
CCOC(=O)c1c(/N=C/N(C)C)sc2c1CCC2	-3.7%	-12.6%	-33.6%	?	23.9%	-0.2%	40.7%[activator]	2.3%	-18.0%[59 µM]
COc1ccc(Nc2nc(N)nc(SCc3nnc(C)s3)n2)cc1	2.9%	14.4%	-2.8%	2.1%	15.6%	-0.8%	-1.8%	3.0%	7.6%
COc1ccc([C@@H]2CC=C(C(=O)O)[C@H](c3ccc(Br)cc3)N2S(=O)(=O)c2ccc(C)cc2)cc1OC	nt	12.7%	-16.5%	nt	5.2%	-1.1%	?	4.6%	nt
Oc1c(Br)cc(C2N=C(c3ccccc3)NO2)cc1Br (stereo unspecified)	0.3%	-25.8%	-19.1%[11.4 µM]	-33.4%	?	-5.1%	?	5.4%	37.3%[0.501 µM]
O=C(c1ccccc1)c1cccs1	-3.1%	50.0%[activator]	4.2%	1.5%	-1.4%	-10.7%	34.8%[activator]	-6.5%	21.9%
CCc1ccc(NC(=O)Cn2c(=O)n(-c3ccccc3)c(=O)c3ccc(C(=O)NCc4ccc5c(c4)OCO5)cc32)cc1	0.9%	15.6%	-11.0%	nt	-9.8%	-3.5%	6.5%	2.8%	13.3%[59 µM]
NC(=O)c1ccc(NC(=O)c2ccccc2S(=O)(=O)c2ccccc2[N+](=O)[O-])cc1	-2.0%	26.5%	-19.5%	-38.9%	-3.6%	-2.3%	7.8%	-0.8%	-44.3%[59 µM]
Cc1ccc(NC(=O)CSc2nc(-c3ccco3)nc3cc(=O)[nH]n23)cc1C	8.1%	28.1%	-33.8%	39.8µM*	-22.8%	i	?	?	?
Cc1ccc(C)c(CNC(=O)c2ccc3c(c2)nc2n3CCC(C)C2)c1 (stereo unspecified)	0.1%	24.9%[57 µM]	-12.7%	1.2%	-6.2%	i	14.4%	-8.7%	-11.6%[59 µM]
O=C1Nc2ccc(S(=O)(=O)N3CCCCCC3)c3cccc1c23	1.1%	59.9%[activator]	-12.4%	10.4%	4.1%	-3.9%	?	-1.1%	0.3%
COCCN(C)Cc1nc(C(c2ccccc2)c2ccccc2)no1	-3.8%	47.3%[activator]	-7.6%	-14.9%	-2.0%	-7.2%	42.3%[activator]	-8.1%	16.8%
Cc1cc(=O)[nH]c(SCC(=O)NCCC2=CCCCC2)n1	2.1%	48.2%[activator]	-5.5%	nt	-2.0%	i	38.3%[activator]	0.4%	-29.0%
CNC(=S)NNC(=O)c1ccc2c(c1)OCO2	-0.9%	45.1%[activator]	-3.6%	-6.2%	24.3%	10.6%	12.2%	2.7%	-2.8%
Cc1cc(S(=O)(=O)n2cnc3cc([N+](=O)[O-])ccc32)ccc1Cl	-11.7%	57.9%[activator]	-1.3%	1.9%	-1.3%	-3.6%	11.1%	-12.6%	-27.9%[59 µM]
Cc1ccc(N(CCC#N)C(=O)COC(=O)c2cc(C)no2)cc1	nt	14.4%	-13.1%	10.5%	0.0%	6.8%	35.0%[activator]	6.0%	22.4µM*

Only JMJD2A Tudor inh and BLM inh (two entries from above):
| canonical_smiles | JMJD2A Tudor inh | BLM inh |
| --- | --- | --- |
| Oc1c(Br)cc(C2N=C(c3ccccc3)NO2)cc1Br (stereo unspecified) | -19.1%[11.4 µM] | 0.3% |
| O=C(c1ccccc1)c1cccs1 | 4.2% | -3.1% |

More results
SMILES	BLM inh	HP1b chromo inh	JMJD2A Tudor inh	BAZ2B block	GLS inh	PGK inhibitor	Pol iota inh	Pin1 inhibitor	G9a block
Cc1ccc(C(=O)Nc2cccc(OCc3cc(=O)n4c5c(sc4n3)CCCC5)c2)cc1	-1.7%	28.8%	0.0%	2.3%	-3.7%	-8.8%	-9.0%	-2.4%	16.9%[59 µM]
Cc1cccc(N2CCN(C(=O)CCC(=O)N3CC(C)Oc4ccc(C)cc43)CC2C)c1 (stereo unspecified)	-2.4%	-10.3%	?	?	11.6%	-3.1%	7.7%	-4.2%	44.7µM*
CCOc1ccc(N2C(=O)CC(Cc3ccc(Br)cc3)C2=O)cc1 (stereo unspecified)	-2.6%	22.3%	-12.6%	-3.2%	-2.8%	-5.9%	0.6%	2.7%	-5.3%
Cc1cccc(C)c1OCC(=O)N1CC2(C)CC1CC(C)(C)C2 (stereo unspecified)	-8.6%	33.3%	4.4%	8.5%	-34.2%	2.6%	27.1%	4.5%	-9.8%[59 µM]
Cc1ccc(C(=O)Cc2nc3ccccc3[nH]2)cc1	-19.9%	36.7%	-15.1%	-18.9%	-2.1%	-5.5%	87.1%[activator]	-11.7%	18.3%
O=C(CCS(=O)(=O)c1ccccc1)N1CCN(c2ccccc2F)CC1	1.0%	29.8%	-4.9%	-3.8%	4.2%	6.9%	23.3%	-0.9%	6.3%
CC(=O)Nc1ccc(N=C(C2=C(O)c3ccccc3C2=O)c2ccccc2)cc1	-3.5%	?	56.2µM*	39.8µM*	6.1%	nt	-0.8%	6.3%	39.8µM*
CC(C)(C)N(NC(=O)OCc1ccccc1)C(=O)c1ccccc1	-1.8%	47.0%[activator]	3.8%	-2.4%	-3.5%	-0.6%	222.6%[activator]	-6.9%	?
O=C(CSc1n[nH]c(-c2ccccc2Cl)n1)NCc1cccc(C(=O)O)c1	-1.8%	46.0%[activator]	-9.8%	-14.3%	1.1%	-7.2%	1.5%	7.3%	2.0%
CCN(CC)S(=O)(=O)c1ccc(C(=O)Nc2cc(S(=O)(=O)N3CCOCC3)ccc2N2CCN(C)CC2)cc1	nt	41.6%[activator]	?	nt	0.3%	4.7%	33.1%	-1.2%	nt
CCOC(=O)CN1C(=O)CSc2ccc(S(=O)(=O)N3CCOCC3)cc21	2.5%	70.8%[activator]	-12.3%	0.5%	7.1%	2.3%	-5.0%	-5.3%	nt
Cc1cc(NC(=O)CSc2cn(C)c3ccccc23)no1	-2.1%	29.6%	-18.3%	3.1%	5.7%	-0.9%	37.0%[activator]	1.1%	25.1µM*
Cc1cc(NC(=O)c2ccc(-c3ccc(F)c(Cl)c3)o2)no1	-5.5%	25.6%	-10.1%	-25.5%	-5.1%	nt	-13.4%	54.8%[activator]	2.4%
Cc1cc(C)nc(N(C#N)Cc2ccccc2C)n1	6.0%	57.9%[activator]	4.8%	13.2%	-8.3%	-3.3%	2.6%	3.9%	nt
CCOc1ccccc1CNC(=O)CN1C(=O)C2CCCCN2c2ccc(C(=O)N(C)C)cc21 (stereo unspecified)	-5.1%	51.7%[activator][57 µM]	-6.1%	18.3%	29.7%	-8.8%	19.1%	-9.1%	-2.7%[59 µM]
COc1ccc(CCN2CC(C(=O)NCc3nc4ccccc4n3C)CCC2=O)cc1 (stereo unspecified)	0.3%	29.6%	-8.3%	1.0%	0.0%	-1.7%	29.4%	6.8%	nt
Brc1ccccc1CN1CCC(N2CCCCC2)CC1	-5.0%	11.6%	-21.8%	nt	-14.1%	-3.1%	-13.7%	-9.1%	-39.5%[59 µM]

Four structures out of the list, arranged by formula weight, high to low.
SMILES	BLM inh	HP1b chromo inh	JMJD2A Tudor inh	BAZ2B block	GLS inh	PGK inhibitor	Pol iota inh	Pin1 inhibitor	G9a block
CCN(CC)S(=O)(=O)c1ccc(C(=O)Nc2cc(S(=O)(=O)N3CCOCC3)ccc2N2CCN(C)CC2)cc1	nt	41.6%[activator]	?	nt	0.3%	4.7%	33.1%	-1.2%	nt
CC(=O)Nc1ccc(N=C(C2=C(O)c3ccccc3C2=O)c2ccccc2)cc1	-3.5%	?	56.2µM*	39.8µM*	6.1%	nt	-0.8%	6.3%	39.8µM*
Brc1ccccc1CN1CCC(N2CCCCC2)CC1	-5.0%	11.6%	-21.8%	nt	-14.1%	-3.1%	-13.7%	-9.1%	-39.5%[59 µM]
CC(C)(C)N(NC(=O)OCc1ccccc1)C(=O)c1ccccc1	-1.8%	47.0%[activator]	3.8%	-2.4%	-3.5%	-0.6%	222.6%[activator]	-6.9%	?

This is a subset; rates above refer to the full screens.
